# High-throughput results from PubChem.
# Tau fil binding – tau filament binding; recombinant tau filaments, thioflavin S fluorescence, 15 h; filaments grown with octadecylsulfate alongside compound; Potency, µM (top dose mostly 57.1 µM), for inactives: top-dose activity change, negative = inhibition; 71,000 tested, 2% active;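 further: potency means the concentration at half of the fitted maximal effect; on the % scale 0 is the no-effect control and ±100 the full control effect; actives lower thioflavin S fluorescence by blocking filaments or displacing dye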
#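 Assay mix: 1 uM His-tagged tau, 30 uM sodium octadecylsulfate, thioflavine S dye in HEPES/NaCl/DTT buffer. Compound is added prior to the inducer. Fluorescence after 15 h at 37 C.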
# Hsp90 Hop PPI – changes Hsp90-Hop TPR2A binding signal, up or down | AlphaScreen TPR2A-His6 binding biotin-Hsp90 C-terminal peptide | Potency, µM (doses to about 57 µM), for the others: top-dose activity change, negative = inhibition | 71,000 tested, 0.44% active | AID 595; active means well fitted curve in either direction with a large enough effect; inconclusive means small, poorly fitted or top-dose-only effect, or another doubt; further: potency means the concentration at half of the fitted maximal effect; on the % scale 0 is the no-effect control and ±100 the full control effect; many of its hits are not listed in these tables
# Luciferase inh – inhibitors of firefly luciferase; purified firefly luciferase, luminescence, 8 min; Potency, µM (top dose mostly 57.1 µM), for inactives: at the highest dose activity change, negative = inhibition, usual class: inhibitors; 72,000 tested, 2.2% active; P08659; further: potency means the concentration at half of the fitted maximal effect; on the % scale 0 is the no-effect control and ±100 the full control effect; nearly all actives have a fitted effect of over 40% in size
# Target sequence (P08659 whole entry, looked up): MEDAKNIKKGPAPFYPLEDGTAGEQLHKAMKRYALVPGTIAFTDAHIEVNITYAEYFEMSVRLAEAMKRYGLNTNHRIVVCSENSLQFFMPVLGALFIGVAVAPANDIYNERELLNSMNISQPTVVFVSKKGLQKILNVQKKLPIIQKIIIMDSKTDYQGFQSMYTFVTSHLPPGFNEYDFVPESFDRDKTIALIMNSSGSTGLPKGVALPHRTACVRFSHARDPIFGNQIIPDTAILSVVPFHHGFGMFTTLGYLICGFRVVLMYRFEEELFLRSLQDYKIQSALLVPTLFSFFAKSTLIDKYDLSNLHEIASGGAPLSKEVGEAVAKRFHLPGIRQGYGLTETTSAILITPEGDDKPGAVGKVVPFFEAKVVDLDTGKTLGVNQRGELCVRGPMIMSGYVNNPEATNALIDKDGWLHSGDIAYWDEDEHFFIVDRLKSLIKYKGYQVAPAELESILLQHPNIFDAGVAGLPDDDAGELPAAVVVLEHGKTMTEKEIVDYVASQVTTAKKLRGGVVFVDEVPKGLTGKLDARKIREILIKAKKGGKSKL
#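 qHTS concentration-response profiling: light output of P. pyralis luciferase with luciferin and 10 uM ATP, imidazole buffer pH 7.2. Read by luminescence after 8-min room-temperature incubation.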
# HADH2 inh – blocks human hydroxyacyl-CoA dehydrogenase type II | Potency, µM (series often up to 57.1 µM), inactives show at the top dose activity change, negative = inhibition, most hits filed as inhibitors | 73,000 tested, 3.4% active | recombinant HADH2, NADH fluorescence, beta-hydroxybutyryl-CoA | AID 886; further: potency means the concentration at half of the fitted maximal effect; on the % scale 0 is the no-effect control and ±100 the full control effect; nearly all actives have a fitted effect of over 60% in size; many of its hits are not listed in these tables
# Target sequence (Q99714 whole entry, looked up, one chain of several): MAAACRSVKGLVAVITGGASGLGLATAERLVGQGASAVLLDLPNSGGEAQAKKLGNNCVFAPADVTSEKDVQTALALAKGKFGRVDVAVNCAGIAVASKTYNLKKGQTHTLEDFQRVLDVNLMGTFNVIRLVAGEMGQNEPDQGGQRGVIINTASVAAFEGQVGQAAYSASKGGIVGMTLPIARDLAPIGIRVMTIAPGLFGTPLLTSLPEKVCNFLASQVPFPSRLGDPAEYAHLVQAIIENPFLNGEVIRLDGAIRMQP
#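 His-tagged recombinant enzyme from E. coli, 20 nM, preincubated 15 min RT with compound; reaction started with 1 mM NAD+ and 90 uM beta-hydroxybutyryl-CoA in 100 mM Tris-HCl pH 9.0. NADH fluorescence (ex 360/em 450) read over 4 min; last-minus-first difference.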
# ERK AVP inh – blocks ERK signaling stimulated by vasopressin. HEK293-V1b, vasopressin-stimulated pERK AlphaScreen. Potency, µM (doses to about 57.5 µM), for the others: at the top dose activity, negative = inhibition, usual class: inhibitors. 72,000 tested, 0.99% active. AID 995; further: potency means the concentration at half of the fitted maximal effect; on the % scale 0 is the no-effect control and ±100 the full control effect; nearly all actives have a fitted effect of over 55% in size
#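 Overnight-seeded V1b-HEK293 cells in 1% FBS got compound, then vasopressin (25 nM final, 5 min, 37C), then lysis buffer. AlphaScreen detection of phospho-ERK; activity normalized to basal and full-stimulation controls.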
# HBB splice mod – alters splicing of the hemoglobin beta chain. Potency, µM (top dose mostly 46.1 µM), inactives show top-dose activation, actives largely listed as activators. 65,000 tested, 0.06% active. HBB splicing reporter cell assay, activation; EGFP reporter with mutant IVS2-654 intron; response scale: normalised to 500 nM splice-correcting PNA. AID 925; further: potency means the concentration at half of the fitted maximal effect; 0% is about no effect
#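 HeLa cells stably expressing EGFP interrupted by mutant beta-globin intron 2 (IVS2-654), 500/well in 2% FCS. Treated with compound for 2 days at 37C. Splicing correction scored as total well GFP intensity (488 nm excitation, 500-520 nm emission); 500 nM antisense PNA served as control.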
# Pol III holo inh – DNA polymerase III holoenzyme inhibition; reconstituted DNA polymerase III holoenzyme replication, biochemical; Potency, µM (titrated, usually from 57.1 µM), inactives show top-dose activity change, negative = inhibition; 71,000 tested, 0.25% active; AID 603; further: potency means the concentration at half of the fitted maximal effect; on the % scale 0 is the no-effect control and ±100 the full control effect
#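 Reconstituted *E. coli* holoenzyme (0.35 nM Pol III, 1 nM beta, 154 nM SSB, 2 nM primase) was preincubated with compound for 15 min at RT. Synthesis on 1.4 nM ssM13Gori ran 35 min, then was stopped with PicoGreen/EDTA and read as dsDNA fluorescence.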
# Epigenetic mod – epigenetic modulators derepressing GFP locus in mouse cells. mouse C127i GFP locus derepression, cytometry, 30 h. 68,000 tested, 0.09% active. Potency, µM (series often up to 46.1 µM), for inactives: at the highest dose GFP derepression (activation). AID 597; further: % of control where 0% means no effect
#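 Murine C127i mammary cells carrying a silenced, stably integrated CMV-driven GFP reporter were treated with compound for 30 hours at 37 C. After PBS washes, GFP-positive cells were counted by laser-scanning microplate cytometry.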
# CRE-bla Fsk – alters forskolin-stimulated CRE reporter signaling in CHO cells | CHO CRE-bla reporter (cAMP response element driving beta-lactamase), forskolin EC10, beta-lactamase ratio | AID 662 | 71,000 tested, 2.5% active | Potency, µM (top dose mostly 38.2 µM), for the others: at the top dose activity change, negative = inhibition, actives largely listed as activators; active means well fitted activation curve with a large enough effect in the signal ratio, with a control signal flat, not every such curve was filed as active; inconclusive means small, poorly fitted or top-dose-only effect, or effect the other way, or a change in a side signal; the % refers to the signal ratio; further: potency means the concentration at half of the fitted maximal effect; % of control where 0% means no effect
#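 CRE-bla CHO reporter cells treated with compound titration plus EC10 NKH 477 (water-soluble forskolin), incubated 3 h at 37 °C; CCF4 loading 2 h at room temperature, 460/530 nm emission ratio read, AC50 values derived for positive or negative modulators.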
# 15-hLO inh – inhibitors of human 15-lipoxygenase (ALOX15); Potency, µM (highest dose often 57.1 µM), without a hit: top-dose activity change, negative = inhibition, actives largely listed as inhibitors; 74,000 tested, 1.4% active; purified 15hLO-1, xylenol orange hydroperoxide absorbance; P16050; further: potency means the concentration at half of the fitted maximal effect; on the % scale 0 is the no-effect control and ±100 the full control effect; nearly all actives have a fitted effect of over 55% in size
#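 Compounds were preincubated 15 min at room temperature with 40 nM purified human enzyme (25 mM Hepes pH 7.5, 0.01% Triton X-100); 50 uM arachidonic acid reacted 6 min. Fe-xylenol orange detection, 30 min, absorbance ratio 573/405 nm.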
# UbGFP stabilizer – proteasome inhibitors stabilizing ubiquitin-GFP reporter; Ubiquitin-GFP reporter cells, proteasome inhibition, GFP fluorescence; response scale: untreated = 0%, 10 µM MG-132 = 100%; Potency, µM (highest dose often 45.9 µM), inactives show at the top dose activation (GFP accumulation), actives largely listed as activators; 67,000 tested, under 10 active; active means well fitted activation curve with a large enough effect, not every such curve was filed as active; inconclusive means small, poorly fitted or top-dose-only effect, or another doubt; inactive means no such curve, though single readings can be large or run the other way; further: potency means the concentration at half of the fitted maximal effect
#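 Proteasome blockade was scored as a rise in GFP-expressing U2OS cells carrying a ubiquitin(G76V)-GFP construct, imaged after 4 hr compound treatment at 37 °C across a 46 uM–2.9 nM series.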
# The depositor's hits bear a star; ? = inconclusive; / = no result given; & = joins results of further samples; [ ] = another dose, or the depositor's remark. Unless noted, the call rests on the fitted dose curve; in most records, active means well fitted curve in the direction sought with a large enough effect; inconclusive means small, poorly fitted or top-dose-only effect, or another doubt; inactive means no such curve, though single readings can be large; an effect the other way counts as inactive or inconclusive. A portion of the library. The share of hits here may be higher or lower than overall.
SMILES,Tau fil binding,Hsp90 Hop PPI,Luciferase inh,HADH2 inh,ERK AVP inh,HBB splice mod,Pol III holo inh,Epigenetic mod,CRE-bla Fsk,15-hLO inh,UbGFP stabilizer
c1cc2c(c(NC3=NCCN3)c1)CCCC2,16%[11.4 µM],1%[11 µM],-1%[11.4 µM],20%[11.4 µM],9%[11.5 µM],0.7%[9.22 µM],-11%[11.4 µM],-1%[9.22 µM],-9%[7.6 µM],-1%[11.4 µM],1%[9.17 µM]
Oc1c(Cl)c(Cl)cc(Cl)c1Cl,2%,1%,/,?,6%,-1.8%,0%,/,?,-4%,/
COc1ccc(C[C@H]2NC[C@H](O)[C@@H]2OC(C)=O)cc1,?,3%,-1%,2%,/,/,-3%,1%,?,-3%[25.6 µM],4%
CCCCn1c(O)c(C(C)=Nc2cccc(C(=O)O)c2)c(=O)[nH]c1=O,-4%,-3%,3%,-4%,-4%,-4.0%[0.369 µM],-8%,2%,-1%,10%,-6%
Cc1ccc2c(c1)C1CN(C)CCC1N2S(=O)(=O)c1ccccc1 (stereo not given),-4%,-4%,1%,1%,-2%,-0.2%[57.5 µM],-6%,3%,-9%,-1%,3%
C=C(C)C#N,3%,-1%,/,0%,-5%,-0.4%,-6%,/,-6%,0%,/
O=C1c2ccccc2C2(c3ccc(Cl)cc3)NCCN12 (stereo not given),-1%,-4%,0%,28%,-10%,0.0%,-1%,1%,-14%,2%,0%
N[C@@H]1C[C@H]1c1ccccc1,2%,-6%,3%,?,-2%,0.6%,-11%,1%,-2%,-3%,-4%
CCOC(=O)C1CN(C)CCC1=O (stereo not given),11%,1%,2%,-3%,-14%,-0.4%,-2%,2%,-2%,5%,2%
CCS(=O)(=O)Nc1cccc(C(=C2CCCCC2)c2cnc[nH]2)c1,6%,-16%,0%,16%,-14%,0.7%,-5%,2%,20%,-11%,-8%
CCCCCC[C@H]1C(=O)O[C@@H](C)[C@H](NC(=O)c2cccc(NC=O)c2O)C(=O)O[C@@H](C)[C@@H]1OC(=O)CC(C)C,?,-8%,1%[11.4 µM],4%,/,/,-1%,0%[9.22 µM],?,/,3%
ClCC(Cl)CCl,1%,-3%,/,4%,5%,2.3%,-2%,/,-8%,-8%,/
O=C(CCCN1CCC(n2c(=O)[nH]c3ccccc32)CC1)c1ccc(F)cc1,12%[25.6 µM],1%[26 µM],3%[25.5 µM],5%[25.6 µM],8%[25.7 µM],1.6%[20.6 µM],0%[25.6 µM],3%[20.6 µM],-5%[17.1 µM],-3%[25.6 µM],-9%[20.5 µM]
c1cncc(CNC2=NCCCCC2)c1,0%,-2%,-35%,?,1%,-4.3%,0%,0%,-8%,8%,-2%
O=C1/C(=C\c2ccccc2)C[C@@]2(O)[C@H]3Cc4ccc(O)c5c4[C@@]2(CCN3CC2CC2)[C@@H]1O5,?,-4%,0%,-19%,32%[activator],/,-2%,1%,?,-6%[25.6 µM],6%
COc1ccc(-c2cc(C(F)(F)F)n3nc(C(=O)N4CCC5(CC4)OCCO5)cc3n2)cc1OC,6%,-3%,4%,4%,-25%,6.8%,-1%,3%,10%,6%,-8%
CC(=O)Oc1ccccc1C(=O)Nc1ncc([N+](=O)[O-])s1,1%,-2%,/,?,14%,-1.7%,-2%,/,?,-1%,/
Cc1cc(OC(=O)CCNC(=O)OC(C)(C)C)c2c3c(c(=O)oc2c1)CCC3,14%,3%,-2%,21%,?,2.1%[1.84 µM],-3%,0%,8%,?,11%
O=C(Oc1ccccc1)N1CCC2(CCCN(Cc3ccccc3)C2)CC1,7%,0%,1%[11.4 µM],1%,10%,-0.4%,-12%,-2%[9.22 µM],-5%,-3%,-7%
Cn1c(C(=O)N2CCC(C(=O)N3CCC4(CC3)OCCO4)CC2)cc2sccc21,2%,0%,-3%,-4%,0%,-0.3%,0%,3%,?,-1%,-8%
NCCc1ccc(O)cc1,-1%&9%&2%,-2%&0%&5%,3%&3%,8%&-1%&10%,8%&14%&12%,2.2%[57.5 µM],-1%&-6%&-7%,2%&-1%,?,12%&-6%&-9%,0%&-2%
CCCCn1c(N)c(C(=O)NCCN2CCOCC2)c2nc3ccccc3nc21,7%,?,4%,?,-15%,-3.1%[57.5 µM],-6%,-5%,10µM*,-11%,1%
CC(=NCc1ccc2c(c1)OCO2)c1c(O)[nH]c(=O)[nH]c1=O,-9%,-2%,1%,0%,-19%,3.2%[1.84 µM],-8%,-2%,?,-7%,-7%
CN1C(=O)C(Cc2ccsc2)C(=O)N(C)C1=O,1%,-13%,0%,?,9%,/,-5%,2%,-5%,-4%,4%
CCCCc1ccc(C(=O)O)nc1,?,2.5µM*,-1%[11.4 µM],-11%,3%,0.7%[20.6 µM],1%,0%[9.22 µM],-7%,10%[25.6 µM],0%
SMILES,Tau fil binding,Hsp90 Hop PPI,Luciferase inh,HADH2 inh,ERK AVP inh,HBB splice mod,Pol III holo inh,Epigenetic mod,CRE-bla Fsk,15-hLO inh,UbGFP stabilizer
Cc1sc2ccccc2c1CC1=NCCN1,6%,-6%,-1%,?,-6%,1.3%,0%,-2%,0%,8%,3%
Cc1ccc(CN2CC3CC(C2)c2cccc(=O)n2C3)cc1 (stereo not given),-2%,-2%,2%,0%,38%[activator],0.0%[9.22 µM],3%,0%,-1%,1%,-14%
CCCCOC(=O)c1ccccc1C(=O)OCCCC,-8%,9%,/,-7%,18%,0.6%,-7%,/,-19%,-11%,/
Clc1cnc(Oc2ccc(Oc3ncc(Cl)cc3Cl)cc2)c(Cl)c1,61%,-6%,0%,1%,14%,0.1%,-1%,1%,-5%,-2%,0%
N[C@@H]1CCc2cc(O)c(O)cc2C1,0%,-4%,-20%,0.79µM*,-16%,0.9%,-6%,-2%,2%,4%,3%
O=c1c2ccccc2nc(-c2cccs2)n1-c1cnccn1,-17%,-1%,-2%,-4%,-11%,-0.7%[9.22 µM],-5%,1%,7%,3%,-12%
COc1cc2c(cc1O)[C@H]1Cc3ccc(OC)c(O)c3CN1CC2,46%[25.6 µM],-4%[26 µM],-2%[25.5 µM],-5%[25.6 µM],5%[25.7 µM],-0.5%[20.6 µM],-5%[25.6 µM],0%[20.6 µM],?,2%[25.6 µM],19%[20.5 µM]
CC[N+](=O)[O-],-1%,-4%,/,-4%,19%,-0.2%,-5%,/,-3%,-1%,/
CCOP(=S)(OCC)Oc1ccc([N+](=O)[O-])cc1,-8%&-2%,3%&5%,/,?,-2%&25%,0.5%&-0.6%,-9%&-2%,/,12%&-5%,-13%&-9%,/
C=CC(=O)OCC(C)C,-6%,0%,/,-10%,10%,-0.5%,3%,/,0%,-4%,/
N#CC1=C(N)Oc2n[nH]c(-c3ccccc3)c2C1c1ccncc1 (stereo not given),-3%,-3%,-2%,?,-21%,/,-2%,-3%,-1%,-6%,-3%
ClC(Cl)C(Cl)Cl,-6%,-2%,/,-13%,0%,1.0%,-5%,/,-2%,-5%,/
Cn1c(O)c(C=NCc2cccs2)c(=O)n(C)c1=O,-15%,-3%,1%,1%,4%,-0.3%[9.22 µM],0%,3%,7%,5%,8%
CCN1C[C@@]2(COC)[C@H](O)C[C@H](OC)[C@@]34[C@@H]5C[C@@]6(O)[C@H](OC(=O)c7ccccc7)[C@H]5[C@@](OC(C)=O)([C@H]([C@@H](OC)[C@H]23)[C@H]14)[C@H](O)[C@@H]6OC,-6%,-1%,2%[11.4 µM],0%,/,/,6%,-3%[9.22 µM],-10%,/,4%

# Reformatted as labelled records: part of the list above
CC[N+](=O)[O-]
  Tau fil binding = -1%	Hsp90 Hop PPI = -4%	Luciferase inh = /	HADH2 inh = -4%	ERK AVP inh = 19%	HBB splice mod = -0.2%	Pol III holo inh = -5%	Epigenetic mod = /	CRE-bla Fsk = -3%	15-hLO inh = -1%	UbGFP stabilizer = /

CCOP(=S)(OCC)Oc1ccc([N+](=O)[O-])cc1
  Tau fil binding = -8%&-2%	Hsp90 Hop PPI = 3%&5%	Luciferase inh = /	HADH2 inh = ?	ERK AVP inh = -2%&25%	HBB splice mod = 0.5%&-0.6%	Pol III holo inh = -9%&-2%	Epigenetic mod = /	CRE-bla Fsk = 12%&-5%	15-hLO inh = -13%&-9%	UbGFP stabilizer = /
